Assay outcomes as filed in PubChem.
Mcl1 Bid PPI – Mcl-1/Bid binding inhibitors, primary screen, biochemical, TR-FRET, 1536-well; TR-FRET Mcl-1/Bid-Dy647 peptide binding; inhibition, % at 21.7 µM; 0.97% of 220,000 active;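 active = compounds that cut the binding signal by more than half at the single screening dose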;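 also: His-tagged Mcl-1 with europium anti-His antibody binding Bid BH3 peptide; 0% = Mcl-1 plus peptide wells and 100% = peptide-only wells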
Target sequence (Q07820 whole entry, looked up): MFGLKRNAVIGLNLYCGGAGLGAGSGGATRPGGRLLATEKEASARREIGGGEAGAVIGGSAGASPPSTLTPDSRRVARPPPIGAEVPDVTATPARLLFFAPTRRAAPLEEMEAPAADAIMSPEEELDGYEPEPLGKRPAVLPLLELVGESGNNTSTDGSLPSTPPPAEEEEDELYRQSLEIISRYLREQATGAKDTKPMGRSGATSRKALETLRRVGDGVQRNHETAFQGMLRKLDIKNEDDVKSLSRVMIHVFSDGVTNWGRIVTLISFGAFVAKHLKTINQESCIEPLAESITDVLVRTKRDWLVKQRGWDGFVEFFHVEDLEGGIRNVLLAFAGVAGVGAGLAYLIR
Avidin bead fluor – green autofluorescence of compounds with avidin beads – biophysical, 488/530 nm, flow cytometry, artefact control, profiling panel. compound fluorescence 488/530 nm; hits give high values. fluorescence (KMESF) at 10 µM. 0.38% of 220,000 active. AID 1775, 2009; in the data active = fluorescence above about 47; also: inactives centre near 10
Rac1 mut GTP – GTP binding modulators of activated mutant Rac1, primary screen, biochemical, bead-based flow cytometry, multiplex, fluorescent GTP. 0.11% of 190,000 active. percent activity (GTP binding), % at 10 µM. GST-Rac1 activated beads; actives lie on both sides; 100% means binding = to untreated wells. Ras-related C3 botulinum toxin substrate 1 (Homo sapiens), P63000;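 active = GTP binding at least 20 percentage points away from the 100% baseline, in either direction, so actives lie on both sides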
Mcl1-Noxa inh – Mcl-1/Noxa binding inhibitors, primary screen, biochemical, TR-FRET, 1536-well. TR-FRET Mcl-1/Noxa peptide binding, 2 h. Induced myeloid leukemia cell differentiation protein Mcl-1 (Homo sapiens), Q07820. inhibition, % at 21.7 µM. 1.5% of 220,000 active. AID 1022, 2008;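 active = compounds that cut the protein-peptide binding signal by more than 50% relative to plate controls in a single-dose test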;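 also: His-tagged Mcl-1 with rhodamine Noxa BH3 peptide and terbium anti-His antibody; 0% = Mcl-1 plus Noxa peptide wells and 100% = peptide-only wells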
HRas wt GTP bind – modulators of GTP binding to HRas wildtype, primary screen, biochemical, bead-based flow cytometry, multiplex. GST-Ras wt beads, Bodipy-FL-GTP binding; actives lie on both sides. GTPase HRas (Homo sapiens), P01112. AID 759, 2007. GTP binding activity, % at 10 µM. 0.14% of 190,000 active;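 active = GTP binding activity at least 20% away from the 100% baseline, either lowered as inhibitor or raised as activator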;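 also: 0% = unlabeled GTP competition control and 100% = no-compound control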
Mcl-1 Bim block – inhibitors of Bim peptide binding to Mcl-1, primary screen, biochemical, bead-based flow cytometry, multiplex | Induced myeloid leukemia cell differentiation protein Mcl-1 (Homo sapiens), Q07820 | Bim peptide-Mcl-1 binding | inhibition, % at 10 µM | 0.1% of 190,000 active | AID 1009, 2008; in the data active = inhibition above about 40%;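 also: 0% = no compound tracer wells and 100% = peptide blocker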
Cdc42 wt – modulators of GTP binding to wildtype Cdc42, primary screen, biochemical, multiplex bead flow cytometry, Bodipy-GTP | percent activity (GTP binding), % at 10 µM | 0.2% of 190,000 active | GST-Cdc42 beads; actives lie on both sides | Cell division control protein 42 homolog (Homo sapiens), P60953;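 active = percent activity GTP binding at least 20 points away from the 100% baseline, either down as inhibitor or up as activator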;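 also: median bead fluorescence of bound Bodipy-FL-GTP at 100 nM; 0% = excess unlabeled GTP control and 100% = no compound control; below 100% means less GTP binding so inhibitor and above means activator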
Target sequence (P60953 whole entry, looked up): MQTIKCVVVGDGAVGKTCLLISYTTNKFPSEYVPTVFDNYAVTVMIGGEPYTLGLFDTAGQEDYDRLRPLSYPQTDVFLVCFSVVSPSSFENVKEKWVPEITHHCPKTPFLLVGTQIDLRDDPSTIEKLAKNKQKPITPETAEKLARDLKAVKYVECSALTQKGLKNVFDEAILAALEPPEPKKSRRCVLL
Rab2A wt mod – modulators of GTP binding to Rab2A wildtype, primary screen, biochemical, dog, bead-based flow cytometry, multiplex | 0.19% of 190,000 active | GTP binding activity, % at 10 µM | GST-Rab2 wt beads, Bodipy-GTP binding | AID 760, 2007;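 active = GTP binding activity at least 20 points away from 100%, either lowered or raised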;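 also: 0% = beads with excess unlabeled GTP and 100% = no-compound control corrected for plate trend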
Pf gametocyte – late stage P. falciparum gametocyte viability inhibitors, primary screen, ATP luminescence, HTS. AID 743093, 2013. 0.065% of 150,000 active. inhibition, % at 10.9 µM. P. falciparum stage V gametocytes, 24 h;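 active = inhibition above the mean plus 3 SD of compounds within the control limits, set per campaign, cut at about 38% in these data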;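 also: 0% = DMSO wells and 100% = medium only without gametocytes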
Rac1 wt modul – wildtype Rac1 GTP binding modulators, primary screen, biochemical, GST-Rac1 beads, flow cytometry, multiplex; Ras-related C3 botulinum toxin substrate 1 (Homo sapiens), P63000; fluorescent GTP binding; actives lie on both sides; 0 = cold GTP competed, 100 = untreated; GTP binding activity (% of control), % at 10 µM; 0.27% of 190,000 active;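 active = GTP binding activity at least 20 points away from the 100% control level, either lower or higher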
Rab7 wt modul – modulators of GTP binding to Rab7, primary screen, biochemical, wildtype, multiplex bead flow cytometry. Rab7 GTPase wild type (dog), Bodipy-FL-GTP binding. GST-Rab7 beads, fluorescent GTP binding; actives lie on both sides; untreated = 100%, excess cold GTP = 0%. GTP binding activity (percent of control), % at 10 µM. 0.055% of 190,000 active;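 active = fluorescent GTP binding to Rab7 beads changed by at least 20 points from the 100% baseline, either direction, mostly lower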;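 also: median green fluorescence of bound Bodipy-FL-GTP per Rab7 bead population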
Active calls of the source: *; nt = not tested or not shown.

Screens by letter: A = Mcl1 Bid PPI; B = Avidin bead fluor; C = Rac1 mut GTP; D = Mcl1-Noxa inh; E = HRas wt GTP bind; F = Mcl-1 Bim block; G = Cdc42 wt; H = Rab2A wt mod; I = Pf gametocyte; J = Rac1 wt modul; K = Rab7 wt modul
> COC(=O)Nc1ccc(S(=O)(=O)N2CCCC(C(=O)N3CCCCCC3)C2)cc1 (centres undefined)
  A = 1; B = 2; C = 95; D = -12; E = 97; F = -3; G = 95; H = 95; I = -2; J = 102; K = 95

> O=C(O)c1ccccc1-c1nc2ccccc2[nH]1
  A = -7; B = 10; C = 95; D = 5; E = 98; F = -2; G = 98; H = 99; I = nt; J = 97; K = 103

> C/C(=N\NC(=O)c1cc(-c2ccc(C)s2)[nH]n1)c1ccco1
  A = -35; B = 4; C = 98; D = 6; E = 97; F = -7; G = 96; H = 96; I = -2; J = 104; K = 99

> COc1ccccc1CCc1nnc(CCC(=O)NCC(C)Oc2cccnc2)o1 (centres undefined)
  A = -27; B = 0; C = 93; D = -7; E = 94; F = -4; G = 98; H = 96; I = -8; J = 96; K = 93

> CCCNC(=O)C12CCC(C)(C(=O)C1Br)C2(C)C (centres undefined)
  A = -13; B = 6; C = 102; D = -4; E = 102; F = 2; G = 104; H = 103; I = -3; J = 107; K = 101

> Cc1ccnc(NS(=O)(=O)c2ccc(NC(=O)C3COc4ccccc4O3)cc2)n1 (centres undefined)
  A = -8; B = 21; C = 97; D = -1; E = 98; F = -2; G = 96; H = 97; I = -44; J = 98; K = 103

> CSc1ccc(Cl)c(C(=O)NC2CCCC2)c1
  A = -8; B = 6; C = 93; D = -3; E = 95; F = 0; G = 93; H = 93; I = -15; J = 95; K = 95

> Cc1nnc(SCC(=O)N2CCc3ccccc3C2)s1
  A = -54; B = 26; C = 97; D = -3; E = 98; F = -6; G = 99; H = 100; I = nt; J = 102; K = 102

Single records (already shown):
Profile of Cc1nnc(SCC(=O)N2CCc3ccccc3C2)s1 → Mcl1 Bid PPI = -54; Avidin bead fluor = 26; Rac1 mut GTP = 97; Mcl1-Noxa inh = -3; HRas wt GTP bind = 98; Mcl-1 Bim block = -6; Cdc42 wt = 99; Rab2A wt mod = 100; Pf gametocyte = nt; Rac1 wt modul = 102; Rab7 wt modul = 102
Profile of COC(=O)Nc1ccc(S(=O)(=O)N2CCCC(C(=O)N3CCCCCC3)C2)cc1 (centres undefined) → Mcl1 Bid PPI = 1; Avidin bead fluor = 2; Rac1 mut GTP = 95; Mcl1-Noxa inh = -12; HRas wt GTP bind = 97; Mcl-1 Bim block = -3; Cdc42 wt = 95; Rab2A wt mod = 95; Pf gametocyte = -2; Rac1 wt modul = 102; Rab7 wt modul = 95

Given as a markdown table: entries from further up.
| Compound | Mcl1 Bid PPI | Avidin bead fluor | Rac1 mut GTP | Mcl1-Noxa inh | HRas wt GTP bind | Mcl-1 Bim block | Cdc42 wt | Rab2A wt mod | Pf gametocyte | Rac1 wt modul | Rab7 wt modul |
| --- | --- | --- | --- | --- | --- | --- | --- | --- | --- | --- | --- |
| COc1ccccc1CCc1nnc(CCC(=O)NCC(C)Oc2cccnc2)o1 (centres undefined) | -27 | 0 | 93 | -7 | 94 | -4 | 98 | 96 | -8 | 96 | 93 |
| CCCNC(=O)C12CCC(C)(C(=O)C1Br)C2(C)C (centres undefined) | -13 | 6 | 102 | -4 | 102 | 2 | 104 | 103 | -3 | 107 | 101 |
